# TR SRC2 fluor cs – alters Texas Red total fluorescence, flagging assay interference; AID 1479; TRb/SRC2 Texas Red total fluorescence interference; Potency, µM (top dose mostly 106 µM), without a hit: at the top dose fluorescence change, negative = quenching; actives 0.29% (n = 280,000); active means well fitted curve in either direction with a large enough effect; inconclusive means small, poorly fitted or top-dose-only effect
#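 Human TRb ligand-binding domain at 0.6 uM with 20 nM Texas Red SRC2 peptide in Tris buffer containing 1 uM T3 and 5% DMSO, incubated with compound 5 h at ambient temperature. Total fluorescence (555/632 nm) calculated as parallel + 2 × perpendicular.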
# Tau fibril ThT – blocks human tau fibril formation measured by thioflavin T; P10636; recombinant tau K18 P301L, heparin-induced fibrillization, ThT fluorescence; Potency, µM (top dose mostly 57.4 µM), for inactives: at the top dose activity, negative = inhibition, hits mostly inhibitors; actives 2.1% (n = 270,000); AID 1460; further: nearly all actives have a fitted effect of over 55% in size
# Target sequence (P10636 561-689 P618L limits assumed): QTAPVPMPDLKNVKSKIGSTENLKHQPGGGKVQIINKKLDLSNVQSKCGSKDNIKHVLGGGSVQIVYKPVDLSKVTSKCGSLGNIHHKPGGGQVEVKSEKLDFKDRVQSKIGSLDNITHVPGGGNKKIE
#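 Fibril formation assay: tau K18 P301L at 15 uM with trace Alexa 594 label, heparin inducer 20 uM, pH 7 sodium acetate buffer, 37 C for 6 hr; endpoint ThT signal.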
# RECQ1 inh – inhibitors of human RECQ1 DNA helicase | P46063 | RECQ1 DNA unwinding, red fluorescence kinetic read | Potency, µM (titrated, usually from 57.3 µM), for the others: at the highest dose activity, negative = inhibition, usual class: inhibitors | actives 0.54% (n = 240,000);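 further: plate controls were vehicle for no effect and no enzyme for full effect; nearly all actives have a fitted effect of over 30% in size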
# Target sequence (P46063 whole entry, looked up): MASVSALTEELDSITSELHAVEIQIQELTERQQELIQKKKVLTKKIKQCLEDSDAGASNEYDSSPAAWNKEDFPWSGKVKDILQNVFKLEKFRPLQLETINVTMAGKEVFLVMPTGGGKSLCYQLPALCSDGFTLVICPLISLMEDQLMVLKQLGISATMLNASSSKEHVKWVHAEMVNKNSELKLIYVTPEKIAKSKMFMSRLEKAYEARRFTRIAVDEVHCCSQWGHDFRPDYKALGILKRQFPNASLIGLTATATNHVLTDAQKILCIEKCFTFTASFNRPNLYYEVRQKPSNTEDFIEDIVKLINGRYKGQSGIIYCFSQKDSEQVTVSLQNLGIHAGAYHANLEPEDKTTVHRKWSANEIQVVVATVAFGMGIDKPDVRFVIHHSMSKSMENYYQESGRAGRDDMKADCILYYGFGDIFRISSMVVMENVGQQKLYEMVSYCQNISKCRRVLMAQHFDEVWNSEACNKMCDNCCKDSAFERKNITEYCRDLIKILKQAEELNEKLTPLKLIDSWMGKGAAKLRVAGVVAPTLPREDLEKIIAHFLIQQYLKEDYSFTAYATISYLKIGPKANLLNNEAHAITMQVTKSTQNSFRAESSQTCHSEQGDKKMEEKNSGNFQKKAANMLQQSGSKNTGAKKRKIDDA
#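 RECQ1T1 50 nM; forked duplex (20 bp + 30-nt ss tails) 200 nM, ATP 2 mM final; pH 8.0, 2 mM MgCl2, 2.5 ug/ml poly(dI-dC); 15 min compound preincubation; discontinuous kinetic read over 2 h at RT.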
# L3MBTL1 inh – inhibitors of human L3MBTL1 | Q9Y468 | Potency, µM (titrated, usually from 57.1 µM), inactives show at the highest dose activity, negative = inhibition, actives largely listed as inhibitors | AlphaScreen L3MBTL1–H3K9me1 peptide binding | actives 0.66% (n = 230,000); further: nearly all actives have a fitted effect of over 60% in size
#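 AlphaScreen assay: L3MBTL1 (50 nM final) was preincubated 30 min at room temperature with biotinylated H3(1-15)K9me1 peptide (75 nM final), then 30 min with library compounds; streptavidin donor and nickel chelate acceptor beads (10 ug/mL final) added, 30 min dark.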
# RGS12 GoLoco inh – inhibitors of human Gai1-RGS12 GoLoco interaction (red fluorophore); P63096; Gai1:RGS12 GoLoco peptide FP, rhodamine, 10 min; Potency, µM (series often up to 61.6 µM), for the others: at the top dose activity, negative = inhibition, actives largely listed as inhibitors; actives 0.44% (n = 230,000); active means well fitted inhibition curve with a large enough effect, not every such curve was filed as active; inactive means no such curve, though single readings can be large or run the other way; further: nearly all actives have a fitted effect of over 30% in size; many of its hits are not listed in these tables
# JMJD2E inh – blocks human JMJD2E demethylase activity | actives 1.6% (n = 230,000) | Potency, µM (series often up to 57.1 µM), inactives show top-dose activity change, negative = inhibition, hits mostly inhibitors | AID 2147 | JMJD2E catalytic domain, FDH-coupled NADH fluorescence (FDH is formaldehyde dehydrogenase); active means well fitted inhibition curve with a large enough effect, not every such curve was filed as active; inconclusive means small, poorly fitted or top-dose-only effect, or another doubt; inactive means no such curve, though single readings can be large or run the other way;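 further: 0% = wells with enzyme and -100% = buffer wells without enzyme; nearly all actives have a fitted effect of over 50% in size; many of its hits are not listed in these tables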
# Target sequence (B2RXH2 1-337 limits assumed): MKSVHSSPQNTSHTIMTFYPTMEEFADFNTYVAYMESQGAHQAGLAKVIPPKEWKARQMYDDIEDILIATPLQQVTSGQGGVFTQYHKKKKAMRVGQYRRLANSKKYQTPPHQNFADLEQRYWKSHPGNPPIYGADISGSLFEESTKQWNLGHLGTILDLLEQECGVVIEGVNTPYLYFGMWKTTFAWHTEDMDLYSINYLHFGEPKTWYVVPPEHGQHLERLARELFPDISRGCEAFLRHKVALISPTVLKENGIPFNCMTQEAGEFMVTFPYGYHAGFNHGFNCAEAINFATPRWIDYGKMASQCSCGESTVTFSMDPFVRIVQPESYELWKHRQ
# TRb-SRC2 inh – inhibitors of human thyroid hormone receptor beta-SRC2 interaction | P10828 | TRbeta-SRC2 peptide binding, fluorescence polarization; receptor liganded with 1 µM T3 | Potency, µM (doses to about 106 µM), without a hit: at the highest dose activity change, negative = inhibition, hits mostly inhibitors | actives 0.065% (n = 280,000);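 further: plate controls were bound peptide for no effect and peptide without receptor for full effect; nearly all actives have a fitted effect of over 50% in size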
#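 Fluorescence polarization of 20 nM Texas Red SRC2 peptide with 0.6 uM human TRb ligand-binding domain, in Tris buffer with 1uM T3 and 5% DMSO. Incubated 5 hr ambient; normalized to unbound and bound controls.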
# Tau FP inhib – blocks human tau fibril formation measured by polarization; P10636; K18 P301L tau heparin fibrillization, Alexa594 FP, 6 h; Potency, µM (series often up to 57.7 µM), without a hit: at the top dose activity, negative = inhibition, actives largely listed as inhibitors; actives 0.39% (n = 280,000); further: nearly all actives have a fitted effect of over 55% in size
#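 Compound effects on tau fibrillization are measured by Alexa 594 fluorescence polarization (ex 555, em 632 nm). K18 P301L tau is used at 15 uM with 0.24 uM labeled tracer, and 20 uM heparin induces aggregation over 6 hr at 37 C.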
# Starred values were filed as active, the others as inactive; i = inactive; ? = inconclusive; / = not tested or not shown; [ ] = dose if it differs, or a comment. Unless noted, the call rests on the fitted dose curve; in most records, active means well fitted curve in the direction sought with a large enough effect; inconclusive means small, poorly fitted or top-dose-only effect, or another doubt; inactive means no such curve, though single readings can be large; an effect the other way counts as inactive or inconclusive. Unless noted, on the % scale 0 is the no-effect control and ±100 the full control effect; potency means the concentration at half of the fitted maximal effect. An excerpt; count on the stated rates, not on these rows.
# Screens in order: TR SRC2 fluor cs, L3MBTL1 inh, Tau FP inhib, JMJD2E inh, RECQ1 inh, RGS12 GoLoco inh, Tau fibril ThT, TRb-SRC2 inh
> CC(C)(C)NS(=O)(=O)c1ccc(NS(C)(=O)=O)cc1
→ -2%, /, ?, 5%, 4%, 0%, -12%, -6%
> CC(C)Cn1c(=S)[nH]c2cc(C(=O)O)ccc2c1=O
→ -1%, /, -4%, ?, -3%, 10%, -5%, 2%
> Cc1cc(C)nc(NS(=O)(=O)c2ccc(NC(=O)COc3ccccc3)cc2)n1
→ -3%, -1%, 4%, 2%, 0%, 6%, -3%, -3%
> CCc1ccc(OCCCC(=O)Nc2nccs2)cc1
→ -2%, -3%, -2%, -1%, i, 1%, -3%, -4%
> CCc1ccccc1NC(=O)C(Cc1cccc(OC)c1OC)c1nn[nH]n1 (stereo unspecified)
→ -1%, /, 3%, -3%, 0%, -10%, -11%, -1%
> Cc1ccc(S(=O)(=O)c2nc(S(C)(=O)=O)sc2NCc2ccccc2)cc1
→ -3%, /, 1%, /, /, /, 0%, 4%
> CC(=O)Nc1ccc(S(=O)(=O)N(CCO)Cc2ccccc2)cc1
→ 0%, /, -6%, 10%, -12%, -5%, -8%, -3%
> O=C(Nc1ccccc1)Nc1ccc(C(F)(F)F)cn1
→ -1%, 5%, -1%, 3%, i, 20%, -3%, 2%
> COc1ccc2[nH]c(=O)c(CN(C(=O)c3cccc(Cl)c3)c3cccc(C)c3)cc2c1
→ -10%, /, -5%, /, /, /, ?, -1%
> Cc1nc(NCc2ccccc2)c(C(N)=O)c2c1COC(C)(C)C2
→ 3%, -6%, -11%, ?, 2%, /, -1%, -17%
> CCc1c(C(=O)NNC(=S)NCC(C)C)csc1C
→ 0%, /, -5%, 3%, 7%, 4%, -3%, -11%
> CC(=O)Nc1ccc(NC(=O)CSc2ccc(-c3ccc4c(c3)OCO4)nn2)cc1
→ -1%[53 µM], 3%, ?, -3%, -5%, 5%, ?, 3%[53 µM]
> CN(c1ccccc1)S(=O)(=O)c1ccc(C(=O)NCc2ccccn2)cc1
→ -7%, 36%, 3%, -2%, -11%, -14%, -7%, -11%
> CSc1ccc(Cl)c(C(=O)Nc2ccc(N3CCOCC3)cc2)c1
→ -2%, 0%, 9%, 11%, i, 27%, -17%, 2%
> NC(=S)N/N=C1\CC(n2nnnc2-c2ccccc2)C2COC1O2 (stereo unspecified)
→ 1%, /, 1%, -5%, i, 7%, 0%, -3%
> Cc1cc(N2CC(C(=O)NCc3cccnc3)CC2=O)ccc1C(C)C (stereo unspecified)
→ -2%, /, -9%, -4%, -8%, -10%, /, 8%
> Fc1ccccc1N1CCN(c2nnnn2-c2ccccc2)CC1
→ -3%, 10%, 1%, -2%, -15%, 1%, 0%, -4%
> CCCn1nc(C(=O)NCc2ccc3c(c2)OCO3)c2ccccc2c1=O
→ -1%, /, 4%, -3%, i, 14%, -1%, 2%
> C=CCn1c(SCC(=O)c2cc(C)n(Cc3cccs3)c2C)nnc1-c1ccncc1
→ -3%, /, -6%, -20%, ?, 6%, ?, -4%
> COc1ccc(-c2noc(-c3cccnc3N3CCN(c4ccc(OC)cc4)CC3)n2)cc1
→ -3%, /, -4%, /, /, /, 1%, 6%
> CC(c1ccccc1)N(CCC(c1ccccc1)C1CCOC(C)(C)C1)C(=O)c1ccco1 (stereo unspecified)
→ 2%, -2%, 14%, -6%, -8%, 0%, ?, -2%
> CC1CCN(c2ccc(C(=O)O)cc2N)CC1
→ -1%, -3%, 3%, ?, -6%, /, -8%, 7%
> CCOC(=O)/C=C1\SCC(=O)N1CC(=O)NC1CCCCC1
→ 0%, -6%, -4%, -1%, -4%, -9%, -8%, -15%
> C=CCNC(=S)NC(=O)c1oc2ccccc2c1C
→ 3%, -3%, -9%, 13%, 14%, 5%, -13%, -2%
> CC1CN(/C=C/C(=O)C(F)(F)F)CC(C)O1 (stereo unspecified)
→ -5%, ?, -1%, 1%, 1%, -6%, -6%, 2%
> CCOc1ccccc1-n1nnnc1SCC(=O)OC
→ -1%, -2%, -3%, 1%, -7%, 0%, -4%, -1%
> COc1cc(Nc2nc(SCC#N)nc3ccccc23)cc(OC)c1OC
→ -2%, 0%, 11%, -6%, 2%, 5%, -7%, -2%
> CCCCSC(=S)N(C)C1CCS(=O)(=O)C1 (stereo unspecified)
→ -4%, 1%, 1%, 4%, -6%, 1%, -2%, 0%
> CCn1cnc2sc(C(=O)Nc3ccccc3OC)c(C)c2c1=O
→ 3%, /, -2%, ?, -17%, 10%, /, 15%
> O=C1CCC(C(=O)NCCN2C(=O)S/C(=C\c3cccnc3)C2=O)=NN1
→ -1%, -27%, -7%, -3%, 8%, 4%, ?, -1%
> CC(Sc1nc2ccccc2[nH]1)C(=O)Nc1ccccc1F (stereo unspecified)
→ -2%, -1%, -8%, -15%, -4%, 2%, 2%, 6%
> CCOc1ccc(NC(=O)Cn2c(=O)cc(C)c3c(C)nn(-c4ccc(CC)cc4)c32)cc1
→ 2%, /, -10%, /, /, /, 6%, -9%
> O=C(ON=C1CCN(S(=O)(=O)c2ccccc2)CC1)c1ccc(F)cc1
→ -4%, 1%, 8%, -11%, i, 4%, -1%, 1%
> O=C(CN1CCCCC1)Nc1ccccc1Cl
→ -8%, 2%, 0%, 16%, -12%, 10%, -1%, -1%
> Cc1cccc(NS(=O)(=O)c2ccc(-n3cccn3)cc2)c1C
→ -2%, /, ?, /, /, /, 14%, -3%
> CCOC(=O)/C(=N\Nc1cc(Cl)ccc1Cl)N1CCN(C)CC1
→ -1%, -4%, -5%, ?, 2%, -4%, -16%, 1%
> CCCN1C(=O)C2(C(C(=O)c3ccc(C)o3)=C(O)C(=O)N2CCCN2CCOCC2)c2ccccc21 (stereo unspecified)
→ 0%, -3%, 4%, 0%, -5%, -13%, ?, -7%
> Cc1c(/C=C(\C#N)c2nn(-c3ccccc3)c(N)c2C#N)c2ccccc2n1Cc1ccc(F)cc1
→ -2%, /, -9%, -1%, -3%, 48%[activator], -10%, -3%
> c1ccc(-n2ncc3c(NCCN4CCCCC4)ncnc32)cc1
→ -5%, 1%, 5%, ?, 1%, 11%, -6%, -7%
> O=C(O)CCCCCNC(=O)c1ccc(C(=O)NCCCCCC(=O)O)cc1
→ -1%, /, -1%, 9%, 14%, -6%, /, -3%

# The final 2 records of the part before are carried over, then new ones follow:
# Screens in order: TR SRC2 fluor cs, L3MBTL1 inh, Tau FP inhib, JMJD2E inh, RECQ1 inh, RGS12 GoLoco inh, Tau fibril ThT, TRb-SRC2 inh
> c1ccc(-n2ncc3c(NCCN4CCCCC4)ncnc32)cc1
→ -5%, 1%, 5%, ?, 1%, 11%, -6%, -7%
> O=C(O)CCCCCNC(=O)c1ccc(C(=O)NCCCCCC(=O)O)cc1
→ -1%, /, -1%, 9%, 14%, -6%, /, -3%
> CC(=O)NC1=NC(=O)CS1
→ -1%, 7%, 3%, 5%, -7%, 12%, -3%, -1%
> CCOC(=O)c1c[nH]c(=S)n1C
→ -3%, 1%, -22%, -14%, -18%, 16%, -3%, -4%
> COc1ccc(N2CC(NC(=O)COc3ccc4ccccc4c3)CC2=O)cc1 (stereo unspecified)
→ 0%, /, -2%, /, /, /, -9%, 0%
> Cc1cc2ccccn2c1C(=O)c1nc(N2CCOCC2)ncc1Cl
→ -2%, -16%, 0%, -1%, -3%, 5%, -15%, 0%
> COc1ccc(C2C=C(c3ccc(C)cc3)Nc3c(C(=O)Nc4ccccc4)cnn32)cc1 (stereo unspecified)
→ -33%, /, ?, /, /, /, -5%, -1%
> Cc1ccc(NC(=O)CN2C(=O)COc3ccc(S(=O)(=O)N4CCOCC4)cc32)cc1N(C)C
→ -3%, /, -5%, /, /, /, -16%, -1%
> CC(C(=O)NNS(=O)(=O)c1cccc(C(F)(F)F)c1)n1nnc(N2CCOCC2)n1 (stereo unspecified)
→ 0%, 5%, -5%, -1%, -3%, 5%, -10%, -1%
> Cc1ccc(OCCCCn2c(-c3ccc(Cl)cc3)nc3ccccc3c2=O)cc1
→ -4%, /, 0%, /, /, /, -4%, 9%
> O=C(CSc1nnc(-c2ccccc2Cl)o1)Nc1ccccn1
→ -4%, 9%, ?, ?, i, 5%, -15%, 3%
> CCC(=O)Nc1cccc(C2=NOC3(C2)C[C@@H](C(N)=O)N(C(=O)c2ccc(OC)cc2)C3)c1 (stereo partly specified)
→ -1%, /, -4%, 2%, i, 1%, 3%, 0%
> Cc1ccc(NC(=O)COC(=O)C(NS(=O)(=O)c2ccc(Cl)cc2)C(C)O)cc1 (stereo unspecified)
→ -4%, -1%, 1%, 16%, -2%, 0%, -6%, 2%
> COCc1cc(C)nc(N2CCc3ccccc32)c1C#N
→ 0%, /, -5%, ?, 0%, -6%, -7%, 16%
> COc1ccc(C(=O)Nc2ccc(Oc3nc(C)nc4sc(-c5ccccc5)cc34)cc2)cc1OC
→ 0%, 3%, ?, -4%, 4%, 6%, -3%, 10%
> CC1CC(=O)Nc2ccccc2N1C(=O)CN1CCN(C=O)CC1 (stereo unspecified)
→ -2%, /, -1%, 13%, -4%, -7%, 2%, 3%
> COc1cc2[nH]c(=O)n(CCC(=O)N3CCc4ccccc4C3)c(=O)c2cc1OC
→ -2%, /, 1%, ?, -1%, 4%, -6%, -3%
> COc1ccc(OC)c(/C=N/NC(=O)CSc2nnc(C)n2-c2ccccc2)c1
→ 1%, 7%, 0%, ?, i, 8%, -6%, -10%
> CS(=O)(=O)c1ccc([C@H](O)[C@H](CF)NC(=O)C(Cl)Cl)cc1
→ 0%[53 µM], /, /, 5%[25.5 µM], -3%[25.9 µM], 2%[21.6 µM], /, 7%[53 µM]
> N#Cc1ccc(-c2ccc(F)cc2)nc1SCC(=O)Nc1sc2c(c1C#N)CCC2
→ -2%, 1%, 11%, 12%, i, 16%, -16%, -7%
> COc1ccc2c(c1)c(CC(=O)Nc1cc(C)c(OC)c(C)c1)c(C)n2C(=O)c1ccc(Cl)cc1
→ ?, /, ?, /, /, /, -4%, -2%
> CCCn1c(=O)c2ccccc2n2c(Sc3nnnn3-c3ccccc3)nnc12
→ 0%, -14%, -5%, -20%, -16%, 1%, -7%, -5%
> O=c1ccn([C@@H]2O[C@H](COP(=O)(O)O)[C@@H](O)[C@H]2O)c(=O)[nH]1
→ -2%, /, -1%, /, 9%, 8%, 6%, 1%
